Compound activity (PubChem BioAssay)
BRCA1 expr act – qHTS Assay to Identify Small Molecule Activators of BRCA1 Expression. 380,000 compounds, 1.1% hits. Potency, µM (titrated, usually from 46.1 µM), without a hit: at the highest dose activation, usual class: activators. MCF7-BRCA1-FFLuc reporter, luminescence, 48 h; response scale: scaled: vehicle 0%, 10 µM genistein 100%; further: potency means the concentration at half of the fitted maximal effect; nearly all actives have a fitted effect of over 80% in size; some results filed as inactive show a strong effect at the top dose
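Compounds are tested at multiple concentrations on MCF7 BRCA1-luciferase reporter cells seeded at 2000 per well; after 48 h, a single luminescence end-point is taken and curves fitted to the normalized data.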
ELG1 repair inh – qHTS screen for small molecules that inhibit ELG1-dependent DNA repair in human embryonic kidney (HEK293T) cells expressing luciferase-tagged ELG1; HEK293T ELG1-luciferase reporter, luminescence, 16 h; DNA damage induced by 5-fluorouridine; Potency, µM (highest dose often 46.1 µM), inactives show at the highest dose activity change, negative = inhibition, hits mostly inhibitors; 330,000 compounds, 2.3% hits; further: potency means the concentration at half of the fitted maximal effect; on the % scale 0 is the no-effect control and ±100 the full control effect; nearly all actives have a fitted effect of over 55% in size
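DMSO vehicle served as the neutral condition. Each well held 2,000 cells given 5-fluorouridine plus compound; after 16 hr at 37 °C/5% CO2, ONE-Glo was added and luciferase measured 30 min later.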
p53 reactivation – qHTS assay for re-activators of p53 using a Luc reporter; Potency, µM (highest dose often 92.2 µM), for the others: at the top dose activity change, positive = activation, actives largely listed as activators; H1299 p53-A138V BP100-luciferase reporter, luminescence, 24 h; AID 504706, 2011; 320,000 compounds, 0.063% hits; further: potency means the concentration at half of the fitted maximal effect; % of control where 0% means no effect; nearly all actives have a fitted effect of over 45% in size
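H1299 (p53-null), stable ts p53-A138V + BP100-Luc; 1000 cells/well, Opti-MEM/10% FBS; cpd 4 pt, 1:5; 24 h, 37 deg C, 5% CO2; detection reagent 10 min RT; luminescence.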
A-T KAP1 phos – qHTS Assay for Identifying a Potential Treatment of Ataxia-Telangiectasia; […] A-T fibroblasts, KAP-1 phosphorylation AlphaLISA; neocarzinostatin DNA damage 30 min before lysis; Potency, µM (titrated, usually from 57.5 µM), for inactives: at the top dose activation, hits mostly activators; 320,000 compounds, 0.19% hits; AID 485349, 2010; further: potency means the concentration at half of the fitted maximal effect; % of control where 0% means no effect; nearly all actives have a fitted effect of over 45% in size
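ATM-like activity read as KAP-1 phosphorylation via AlphaLISA donor/acceptor antibody pairs after lysis and 6 hr at 25C. Cells were ATM-null patient fibroblasts ([…], hTERT), dosed 60 min, then exposed to the DSB inducer NCS for 30 min.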
TCR act – Activators of T cell receptors: qHTS campaign; Potency, µM (titrated, usually from 9.22 µM), without a hit: at the top dose activation of IL-2 secretion, actives largely listed as activators; primary human leukocytes, anti-CD3, IL-2 HTRF, 48 h; 330,000 tested, under 10 active; further: % of control where 0% means no effect
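IL-2 release read by HTRF sandwich (Eu cryptate donor, d2 acceptor, 665 nm emission) after 48 hr exposure of primary human leukocytes to compound together with anti-CD3 beads in the absence of co-stimulatory signals.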
MLL CXXC-DNA inh – qHTS Fluorescence Polarization Assay for Inhibitors of MLL CXXC domain - DNA interaction. Histone-lysine N-methyltransferase 2A (Homo sapiens), Q03164. MLL-CXXC / FITC-HOXA9 DNA fluorescence polarization. Potency, µM (doses to about 115 µM), for the others: top-dose activity change, negative = inhibition, actives largely listed as inhibitors. 290,000 compounds, 0.037% hits. AID 2662, 2010; active means well fitted inhibition curve with a large enough effect in the polarisation, with a control signal flat, not every such curve was filed as active; inconclusive means small, poorly fitted or top-dose-only effect, or effect the other way, or a change in a side signal; inactive means no such curve, though single readings can be large or run the other way; the % refers to the polarisation; further: potency means the concentration at half of the fitted maximal effect
Target sequence (Q03164 whole entry, looked up, the tested form may be a part): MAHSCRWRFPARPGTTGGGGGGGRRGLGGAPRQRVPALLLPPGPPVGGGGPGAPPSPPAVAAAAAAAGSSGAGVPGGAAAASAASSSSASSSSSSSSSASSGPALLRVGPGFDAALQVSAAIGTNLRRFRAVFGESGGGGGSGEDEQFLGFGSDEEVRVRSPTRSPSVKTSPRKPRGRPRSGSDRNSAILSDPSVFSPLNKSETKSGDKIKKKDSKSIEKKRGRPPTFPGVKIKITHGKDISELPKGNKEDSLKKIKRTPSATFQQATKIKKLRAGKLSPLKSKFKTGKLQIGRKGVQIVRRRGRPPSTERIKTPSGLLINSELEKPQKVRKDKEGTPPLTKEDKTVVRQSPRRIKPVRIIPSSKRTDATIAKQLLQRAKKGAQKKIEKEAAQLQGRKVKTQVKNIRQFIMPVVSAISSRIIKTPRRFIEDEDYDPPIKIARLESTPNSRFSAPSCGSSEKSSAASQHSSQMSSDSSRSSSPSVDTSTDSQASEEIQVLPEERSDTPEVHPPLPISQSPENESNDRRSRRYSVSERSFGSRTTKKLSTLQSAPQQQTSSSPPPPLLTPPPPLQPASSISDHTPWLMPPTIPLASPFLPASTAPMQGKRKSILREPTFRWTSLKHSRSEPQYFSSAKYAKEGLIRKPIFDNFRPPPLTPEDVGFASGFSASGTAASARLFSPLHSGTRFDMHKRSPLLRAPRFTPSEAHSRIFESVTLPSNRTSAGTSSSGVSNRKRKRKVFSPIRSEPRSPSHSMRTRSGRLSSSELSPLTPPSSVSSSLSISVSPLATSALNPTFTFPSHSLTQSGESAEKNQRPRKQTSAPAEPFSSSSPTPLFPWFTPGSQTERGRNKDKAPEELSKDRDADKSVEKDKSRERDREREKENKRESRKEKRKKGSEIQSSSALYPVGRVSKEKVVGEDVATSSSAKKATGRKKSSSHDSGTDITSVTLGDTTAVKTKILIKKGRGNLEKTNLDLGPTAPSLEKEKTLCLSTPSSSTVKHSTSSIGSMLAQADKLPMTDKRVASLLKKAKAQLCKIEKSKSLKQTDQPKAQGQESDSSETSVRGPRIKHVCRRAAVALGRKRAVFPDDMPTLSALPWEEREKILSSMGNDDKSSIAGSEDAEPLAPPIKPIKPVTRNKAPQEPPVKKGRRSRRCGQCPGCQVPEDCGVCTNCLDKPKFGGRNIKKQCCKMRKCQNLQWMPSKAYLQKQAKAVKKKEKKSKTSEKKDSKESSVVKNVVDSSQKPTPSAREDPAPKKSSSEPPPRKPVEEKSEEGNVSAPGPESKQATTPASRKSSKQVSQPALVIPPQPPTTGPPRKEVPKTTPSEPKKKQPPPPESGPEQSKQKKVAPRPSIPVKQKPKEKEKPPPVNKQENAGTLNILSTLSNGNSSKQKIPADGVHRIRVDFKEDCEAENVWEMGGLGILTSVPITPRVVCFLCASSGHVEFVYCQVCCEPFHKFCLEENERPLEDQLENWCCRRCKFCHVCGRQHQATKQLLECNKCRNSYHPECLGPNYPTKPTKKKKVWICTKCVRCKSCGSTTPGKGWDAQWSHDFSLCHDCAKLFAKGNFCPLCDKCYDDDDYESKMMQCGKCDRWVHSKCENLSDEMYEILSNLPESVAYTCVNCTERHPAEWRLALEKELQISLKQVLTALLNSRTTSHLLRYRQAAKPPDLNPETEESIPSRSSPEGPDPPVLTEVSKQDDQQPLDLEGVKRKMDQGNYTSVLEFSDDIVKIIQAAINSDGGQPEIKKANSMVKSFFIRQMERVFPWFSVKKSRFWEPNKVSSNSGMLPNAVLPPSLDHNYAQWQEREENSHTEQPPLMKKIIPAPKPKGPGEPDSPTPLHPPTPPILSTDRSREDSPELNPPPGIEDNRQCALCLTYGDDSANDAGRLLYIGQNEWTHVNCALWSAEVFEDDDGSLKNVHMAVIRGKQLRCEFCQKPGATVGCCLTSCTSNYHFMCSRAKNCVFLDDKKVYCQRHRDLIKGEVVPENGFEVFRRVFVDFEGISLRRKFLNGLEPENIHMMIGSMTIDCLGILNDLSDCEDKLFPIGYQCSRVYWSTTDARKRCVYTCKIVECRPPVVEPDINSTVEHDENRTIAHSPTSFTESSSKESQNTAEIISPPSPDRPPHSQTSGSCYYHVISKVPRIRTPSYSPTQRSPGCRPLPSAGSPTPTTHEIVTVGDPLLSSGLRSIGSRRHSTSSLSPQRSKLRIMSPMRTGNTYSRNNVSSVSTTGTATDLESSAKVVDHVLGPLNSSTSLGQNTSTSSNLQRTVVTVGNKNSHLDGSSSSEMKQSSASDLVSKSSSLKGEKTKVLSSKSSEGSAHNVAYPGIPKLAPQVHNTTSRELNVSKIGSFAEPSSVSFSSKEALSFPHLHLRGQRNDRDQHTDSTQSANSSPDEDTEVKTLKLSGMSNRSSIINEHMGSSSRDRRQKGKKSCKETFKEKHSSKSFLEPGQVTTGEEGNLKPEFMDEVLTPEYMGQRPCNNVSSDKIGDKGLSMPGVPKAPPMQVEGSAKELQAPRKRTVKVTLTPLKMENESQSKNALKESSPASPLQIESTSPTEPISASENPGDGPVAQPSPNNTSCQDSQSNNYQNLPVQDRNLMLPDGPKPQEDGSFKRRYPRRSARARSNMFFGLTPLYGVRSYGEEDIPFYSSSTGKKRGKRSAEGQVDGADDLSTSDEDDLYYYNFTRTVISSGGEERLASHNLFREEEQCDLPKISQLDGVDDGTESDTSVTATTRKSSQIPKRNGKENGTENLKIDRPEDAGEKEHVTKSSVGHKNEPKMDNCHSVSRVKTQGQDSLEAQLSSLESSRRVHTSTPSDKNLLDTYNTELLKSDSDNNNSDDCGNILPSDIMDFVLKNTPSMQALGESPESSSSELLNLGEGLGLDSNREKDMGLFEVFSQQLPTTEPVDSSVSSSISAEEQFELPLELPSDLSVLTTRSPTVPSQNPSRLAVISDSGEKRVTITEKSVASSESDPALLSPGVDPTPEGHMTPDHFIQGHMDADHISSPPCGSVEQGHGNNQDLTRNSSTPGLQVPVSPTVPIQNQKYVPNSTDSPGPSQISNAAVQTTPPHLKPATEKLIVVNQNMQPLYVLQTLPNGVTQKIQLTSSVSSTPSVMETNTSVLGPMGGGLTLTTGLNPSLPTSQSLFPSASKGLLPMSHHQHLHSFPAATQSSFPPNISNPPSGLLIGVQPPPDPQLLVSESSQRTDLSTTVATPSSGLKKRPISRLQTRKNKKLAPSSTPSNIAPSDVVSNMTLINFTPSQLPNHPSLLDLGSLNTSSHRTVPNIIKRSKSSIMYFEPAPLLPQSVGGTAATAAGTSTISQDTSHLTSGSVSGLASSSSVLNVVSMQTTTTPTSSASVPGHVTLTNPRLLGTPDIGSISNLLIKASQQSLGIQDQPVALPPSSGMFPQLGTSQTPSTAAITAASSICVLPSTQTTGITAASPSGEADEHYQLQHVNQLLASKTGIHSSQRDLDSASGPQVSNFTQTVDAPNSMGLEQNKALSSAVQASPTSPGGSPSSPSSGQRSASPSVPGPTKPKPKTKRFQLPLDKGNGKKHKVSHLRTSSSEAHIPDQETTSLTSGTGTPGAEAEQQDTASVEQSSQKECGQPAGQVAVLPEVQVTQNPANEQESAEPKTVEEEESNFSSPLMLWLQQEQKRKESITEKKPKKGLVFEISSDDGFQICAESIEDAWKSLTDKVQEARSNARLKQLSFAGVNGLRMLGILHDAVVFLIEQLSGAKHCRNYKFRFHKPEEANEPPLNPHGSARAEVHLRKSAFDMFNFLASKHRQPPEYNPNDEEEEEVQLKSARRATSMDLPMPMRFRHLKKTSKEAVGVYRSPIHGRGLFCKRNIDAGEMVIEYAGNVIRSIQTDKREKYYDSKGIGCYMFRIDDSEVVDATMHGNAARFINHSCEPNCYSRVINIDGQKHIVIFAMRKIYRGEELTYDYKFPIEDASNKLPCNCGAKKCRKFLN
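Purified MLL-CXXC (added from a 7 uM solution) was preincubated 5 min at ambient with pinned compounds in 50 mM Tris-HCl pH 7.5, 50 mM NaCl, 1 mM DTT, 0.05% BSA. Fluorescein-labeled HOX-A9 DNA (50 nM solution) followed, 30 min, then polarization read.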
Integrin act MD – qHTS for Activators of Integrin-Mediated Alleviation for Muscular Dystrophy | alpha7betagal myoblasts, beta-gal FDG fluorescence, 48 h | Potency, µM (series often up to 38.3 µM), for inactives: at the top dose activation, actives largely listed as activators | 350,000 compounds, 0.064% hits | AID 624291, 2012;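 further: potency means the concentration at half of the fitted maximal effect; 100% = response of the positive control SU9516; nearly all actives have a fitted effect of over 60% in size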
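alpha7betagal+/- myoblasts (passage 13, 250/well) treated 48 h at 37C with compounds at 1:260 dilution of DMSO stock. Lysed, then beta-galactosidase activity read as FDG fluorescence (ex 480/em 540) after 30 min, with pre-read for autofluorescence.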
B2AR arrestin – qHTS assay of beta-arrestin-biased ligands of beta2-adrenergic receptor | 330,000 compounds, 0.02% hits | Potency, µM (series often up to 46.1 µM), inactives show at the highest dose activation, usual class: activators | Beta-2 adrenergic receptor (Homo sapiens), P07550 | beta-arrestin recruitment to beta2AR, cell-based reporter;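 further: potency means the concentration at half of the fitted maximal effect; 0% = DMSO controls and full agonism = EC100 isoproterenol or metaproterenol; nearly all actives have a fitted effect of over 65% in size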
PTAP TSG101 blk – qHTS Assay for Iinhibitors of HIV-1 Budding by Blocking the Interaction of PTAP/TSG101 | Tumor susceptibility gene 101 protein (Homo sapiens), Q99816 | Fluorescence polarization, FITC-PTAP peptide / Tsg101 binding | Potency, µM (top dose mostly 115 µM), without a hit: at the highest dose activity change, negative = inhibition, actives largely listed as inhibitors | 340,000 tested, under 10 active; active means well fitted inhibition curve with a large enough effect in the main read-out, with a control signal flat, not every such curve was filed as active; inconclusive means small, poorly fitted or top-dose-only effect, or effect the other way, or a change in a side signal; inactive means no such curve, though single readings can be large or run the other way; further: potency means the concentration at half of the fitted maximal effect; % of control where 0% means no effect
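FP read-out: FITC-PTAP peptide, 50 nM final, binding Tsg101 binding domain, 10 uM final; 20 min, r.t.; 10 mM HEPES pH 7.5, 0.15 M NaCl, 0.01% Tween 20, 3 mM EDTA, 0.1 mM TCEP.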
TRPV1 ag – HTS Assay for Compounds that Act as Agonists of the Vanilloid Receptor 1; TRPV1-expressing cells, Fluo-8 calcium influx, agonist mode; AID 540275, 2011; activation, % at 8.33 µM; Transient receptor potential cation channel subfamily V member 1 (Homo sapiens), Q8NER1; 320,000 compounds, 0.19% hits; in the data active means activation above about 80%; inconclusive means between about 30% and that limit; further: 0% is about no effect
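Cells expressing TRPV1 were dye-loaded with Fluo-8 and read kinetically: 10 s baseline, 3 min after compound (agonist portion), then 2 min after EC20 capsaicin (allosteric enhancer portion). Calcium-bound dye fluorescence at 480/520 nm.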
Numbers without * were called inactive; ? = inconclusive; / = not tested or not shown; [ ] = dose if it differs, or a comment. Unless noted, the call rests on the fitted dose curve; in most records, active means well fitted curve in the direction sought with a large enough effect; inconclusive means small, poorly fitted or top-dose-only effect, or another doubt; inactive means no such curve, though single readings can be large; an effect the other way counts as inactive or inconclusive. Some of the compounds tested; rates above refer to the full screens.

SMILES	BRCA1 expr act	ELG1 repair inh	p53 reactivation	A-T KAP1 phos	TCR act	MLL CXXC-DNA inh	Integrin act MD	B2AR arrestin	PTAP TSG101 blk	TRPV1 ag
COc1cc2c3c(c1OC)Oc1ccc(cc1)C[C@H]1c4c(cc(OC)c(OC)c4Oc4ccc(cc4)C[C@@H]3N(C)CC2)CCN1C	-16%	2%	0%	13%	-28%	/	-8%	0.0%	0%	/
Clc1cccc(CNCCc2c[nH]c3ccccc23)c1	-9%	-22%	-2%	-33%	7%	5%	?	-0.1%	1%	11
CC(C)(C)c1cc(C=C(C#N)C#N)cc(C(C)(C)C)c1O	-57%	-29%	6%	-4%	1%	34%[activator]	/	-0.1%	1%	6
O=c1c(C=NCc2cccs2)c(O)n(C2CCCCC2)c(=O)n1C1CCCCC1	7%	-13%	-2%	/	5%	-1%	22%	2.8%	-3%	24
CCOC(=O)c1cccc(NS(=O)(=O)c2ccc(NC(C)=O)cc2)c1	7%[1.84 µM]	4.6µM*	-6%	1%	1%	-18%	16%	-0.1%	-5%	-6
CCOC(=O)c1cnc(N2CC2)nc1N	-86%	/	/	/	-1%	/	0%	/	-8%	/
O=c1[nH]c(O)c(C=Nc2ccc(Cl)c(C(F)(F)F)c2)c(=O)[nH]1	4%	0%	/	1%	/	32%[activator]	7%	0.3%	-1%	-6
COc1ccc(OC)c(NC(=O)N2C[C@H]3C[C@@H](C2)c2cccc(=O)n2C3)c1	-4%	-5%	7%	-2%	-5%	-7%	-2%	-1.0%	0%	5
CCCNc1oc(-c2cccc3ccccc23)nc1C#N	/	?	?	31%	-1%	3%	5%	0.2%	-3%	?
C/C(=N\NC(=O)c1ccccc1)c1c(O)n(C2CCCCC2)c(=O)[nH]c1=O	32%	4%	?	-6%	12%	-3%	-24%	-0.7%	1%	18
CC1=C(C(=O)O)N2C(=O)C(NC(=O)c3nn(C)cc3[N+](=O)[O-])C2SC1 (stereo unspecified)	10%	-9%	0%	1%	-8%	9%	1%	0.0%	-6%	0
CN(C)P(=O)(C(Cl)=C(N1CCCCC1)N1CCCCC1)N(C)C	4%	?	32µM*	2%	2%	-5%	-17%	0.5%	-10%	2
CCN(CC)CCN=C(C)c1c(O)n(-c2ccccc2OC)c(=O)[nH]c1=O	1%	?	-2%	-5%	-1%	11%	-9%	0.0%	-5%	0
COc1cc2[nH]c(=S)n(-c3ccccc3)c(=O)c2cc1OC	-27%	-6%	-1%	1%	10%	-7%	0%	-0.2%	1%	-8
S=c1nc(-c2ccccc2)n(-c2ccccc2)[nH]1	-5%	?	12%	0%	5%	-2%	-5%	-0.2%	-3%	3
O=c1c2ccccc2[nH]c(=S)n1-c1cccnc1	0%	12%	3%	3%	7%	-4%	-21%	-0.5%	0%	/
Cc1cc(OCC(=O)N2CCC(C(=O)O)(c3ccccc3)CC2)c2c(C)c(C)c(=O)oc2c1	-7%	27%	/	3%	1%	-5%	8%	-1.4%	-1%	-1
O=C(CN1C(=O)CCSc2ccccc21)N1CCC2(CC1)OCCO2	1%	0%	16%	2%	3%	4%	-15%	0.1%	-4%	1
CCCCCn1c(=O)c(C(=O)NCc2ccco2)c(O)c2ccccc21	-35%	-4%	6%	-1%	-18%	-9%	33%	-0.6%	-1%	0
O=c1c(C=Nc2cccnc2Cl)c(O)n(CCCCl)c(=O)n1C1CCCCC1	-5%	-7%	-3%	-3%	-3%[46.1 µM]	44%[activator]	12%	-0.1%	19%	15
O=C(Nc1ccccc1)OC1CN=C(N[N+](=O)[O-])NC1 (stereo unspecified)	13%	4%	-2%	4%	6%	3%	6%	0.3%	1%	1
CCOP(=O)(OCC)c1nc(-c2cccc3ccccc23)oc1NCc1ccccc1	-23%	?	-9%	28%	/	0%	-16%	-0.1%	/	?
c1ccc(-c2nnc(C3CC(c4cccnc4)=NO3)o2)cc1 (stereo unspecified)	5%	18%	-1%	-9%	12%	-11%	-4%	-0.2%	-2%	0
COc1ccc(CNCCc2c(C)[nH]c3ccc(OC(F)(F)F)cc23)c(OC)c1	-93%[inhibitor]	1µM*	0%	3%	4%	9%	-65%[inhibitor]	-0.1%	-1%	13
O=C(CCCn1c(=O)[nH]c2cc(Cl)ccc2c1=O)N1CCC2(CC1)OCCO2	-13%	-22%	-7%	10%	1%	-3%	18%	-0.1%	1%	0
CC(C)N1CC=C(c2c[nH]c3ccccc23)CC1	-39%	?	-4%	-5%	-1%	-3%	10%	-0.8%	5%	1
CCC(=NCCc1ccccc1)c1c(O)[nH]c(=O)[nH]c1=O	-4%	30%	-4%	3%	6%	-31%	-28%	-0.7%	-3%	6
NC(Cc1ccccc1)Cc1ccccc1	-4%	-10%	2%	-2%	3%	-1%	-9%	3.0%	-5%	0
c1ccc(C2=NP(N3CCOCC3)(N3CCOCC3)=NC(N3CCOCC3)=N2)cc1	/	1%	1%	4%	/	-3%	/	0.2%	/	0
CCOc1ccc2nc(N=Nc3c(O)[nH]c(=S)[nH]c3=O)sc2c1	27%	-1%	11%	-8%	1%	-18%	-7%	0.2%	-6%	-5
O=C(c1ccccc1)C1CCCN(Cc2nc(-c3cnccn3)no2)C1 (stereo unspecified)	-39%	-6%	-3%	3%	4%	-5%	-16%	0.0%	1%	1
CC(C)NS(=O)(=O)c1ccc(OCC(=O)N2CCN(Cc3ccccc3)CC2)c(Cl)c1	-24%	-10%	-15%	-7%	-6%	9%	0%	0.0%	-10%	4
C#CCOCOCC#CCN(CC)CC	-14%	-26%	12%	13%	4%	9%	-2%	0.1%	-4%	2
Cc1ccc(-n2c(O)c(C=NCCCn3ccnc3)c(=O)[nH]c2=O)cc1	1%	1%	0%	-4%	2%	1%	-16%	0.1%	0%	1
COc1ccc(C(=O)N2C[C@H]3C[C@@H](C2)c2cccc(=O)n2C3)cc1OC	16%	-4%	/	11%	5%	-6%	-2%	0.4%	-7%	1
CCC1(CC)C(=O)NC(=O)N(CCc2ccccn2)C1=O	-13%	/	/	/	-1%	/	19%	/	-4%	/
Cc1ccccc1N1C(=O)NC(=O)/C(=C\c2ccc3c(c2)CCCN3Cc2ccccc2)C1=O	-50%	11%	-6%	/	0%[46.1 µM]	?	-2%	-0.3%	?	13
CC(c1ccccc1)n1cncc1C(=O)O (stereo unspecified)	-5%	1%	-3%	-2%	-35%[inhibitor][46.1 µM]	10%	-9%	-0.1%	1%	-3
COC(=O)C1=C(c2cc3ccccc3o2)C[C@@H]2CC[C@H]1N2C(=O)N1CCCCC1	-52%	/	/	/	-7%	/	7%	/	-4%	/
O=c1[nH]c(=S)n(C2CC2)c(O)c1/C=N/N1CCOCC1	-2%	-1%	-9%	3%	-3%[46.1 µM]	1%	-12%	-0.2%	0%	1
Fc1cccc(CN2CCN(c3ccc(Cl)cc3)CC2)c1	-10%	-6%	5%	3%	4%	4%	-2%	0.3%	2%	1
CN1C(=O)C(=Cc2ccc(OCCN(C)c3ccccn3)cc2)C(=O)N(C)C1=O	22%	1%	4%	3%	0%	-22%	22%	0.1%	-7%	0
COC(=O)C1=C(c2ccc(OCc3ccccc3)cc2)C[C@@H]2CC[C@H]1N2C(=O)NCc1ccccc1	-48%	?	-13%	9%	1%	/	-2%	0.1%	-2%	-3
CN(C)c1ncc(/C=C2/C(=O)NC(=S)N(C3CCCCC3)C2=O)cn1	/	-1%	-2%	1%	/	?	/	0.0%	/	-6
COc1ccccc1-n1c(-c2ccccc2)nc2ccccc2c1=O	-9%	-9%	4%	-1%	-1%	-3%	34%	-0.8%	0%	10
C=CCN1C(=O)/C(=C/c2cccs2)C(=O)NC1=S	-76%	?	-37%[inhibitor]	-2%	-8%[46.1 µM]	-16%	0%	2.6%	0%	-1
COc1ccc(Cc2c(O)[nH]c(=S)[nH]c2=O)cc1	-8%	-1%	-16%	3%	5%	-8%	15%	0.1%	0%	-2
Cc1cccc(NC(=O)N2C[C@H]3C[C@@H](C2)c2cccc(=O)n2C3)c1	8%	12%	6%	0%	2%	0%	12%	-0.3%	-4%	3
